# Screens (PubChem)
# GLS inh = blocks human kidney-isoform glutaminase activity. AID 624170. Potency, µM (highest dose often 45.5 µM), for the others: at the highest dose activity change, negative = inhibition, actives largely listed as inhibitors. GLS enzymatic activity, qHTS titration. O94925. 410,000 compounds, 0.21% hits; note: potency is the fitted concentration of half-maximal effect; % is set by controls: 0 for no effect and ±100 for the full control effect
#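 Coupled fluorescence readout: glutamate oxidase/HRP/Amplex Red detect glutamate formed by hKGA from L-glutamine (1 mM solution added). Buffer 45 mM KH2PO4 pH 8.2, 0.02% Tween-20; reads at t0 and 30 min RT.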
# JMJD2A Tudor inh = JMJD2A Tudor domain (human) inhibition; 390,000 compounds, 4.4% hits; AlphaScreen JMJD2A-Tudor / H3K4me3 peptide binding; Potency, µM (doses to about 114 µM), without a hit: at the highest dose activity change, negative = inhibition, most hits filed as inhibitors; O75164; note: potency is the fitted concentration of half-maximal effect; % is set by controls: 0 for no effect and ±100 for the full control effect; nearly all actives have a fitted effect of over 50% in size
# HP1b binding inh = inhibitors of HP1-beta chromodomain binding to methylated histone tails; 390,000 compounds, 0.56% hits; AlphaScreen HP1-beta / biotin-H3K9me3 peptide binding; Potency, µM (doses to about 114 µM), without a hit: at the top dose activity change, negative = inhibition, hits mostly inhibitors; note: potency is the fitted concentration of half-maximal effect; nearly all actives have a fitted effect of over 70% in size; inactives centre near 23
#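 AlphaScreen: HP1-beta (50 nM) preformed 30 min with biotin-H3(1-18)K9me3 peptide (50 nM) in PBS pH 7.4, 0.01% Tween-20. Compound added for 30 min at RT, then streptavidin donor/nickel chelate acceptor beads (10 ug/mL) for 30 min.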
# 12-LOX inh = inhibitors of human 12S-lipoxygenase ALOX12; Potency, µM (doses to about 108 µM), inactives show at the top dose activity change, negative = inhibition, hits mostly inhibitors; 580,000 compounds, 1.1% hits; purified 12hLO, xylenol orange hydroperoxide absorbance; P18054; note: potency is the fitted concentration of half-maximal effect; % is set by controls: 0 for no effect and ±100 for the full control effect
#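 Purified human 12hLO (150 nM final) in 25 mM Hepes, 0.01% Triton X-100, pH 7.0 was preincubated 15 min at room temperature with compound. Then 40 uM arachidonic acid was added, 30 min. Hydroperoxide was read by Fe-XO absorbance ratio 573/405 nm.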
# BAZ2B inh = blocks human BAZ2B | Q9UIF8 | AlphaScreen BAZ2B-H3K14Ac peptide displacement | Potency, µM (top dose mostly 114 µM), for inactives: top-dose activity change, negative = inhibition, hits mostly inhibitors | 360,000 compounds, 4.4% hits | AID 504333; note: potency is the fitted concentration of half-maximal effect; % is set by controls: 0 for no effect and ±100 for the full control effect; nearly all actives have a fitted effect of over 60% in size
#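 Protein-peptide AlphaScreen: BAZ2B 50 nM, b-H3K14Ac 50 nM, 1x PBS pH 7.4 + 0.01% Tween-20. Preincubation 30 min RT; cpd 30 min RT (top 110 uM); beads 20 min RT, light-protected.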
# PI4K2A inh = inhibitors of human PI4K2A | Q9BTU6 | activity change, negative = inhibition, % at 76.9 µM | purified PI4K2A, ADP-Glo luminescence, 1 h; stronger effect = lower value | 420,000 compounds, 0.13% hits; in the data active = activity change below about -50%; inconclusive = mostly about -30% to -49%;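 note: -100% = wells without enzyme as full effect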
#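 In this quantitative HTS, ADP production by PI4K2A was quantified luminescently after 1 h at ambient temperature; 100 microM adenosine served as plate-quality control.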
# ERG Ets-DNA blk = blocks human ERG Ets domain binding to DNA | P11308 | fluorescence polarization, His-ERG Ets domain / labelled DNA | Potency, µM (top dose mostly 76.9 µM), without a hit: top-dose FP activity, negative = inhibition, actives largely listed as inhibitors | 370,000 compounds, 0.028% hits | AID 624246; active = well fitted inhibition curve with a large enough effect in the polarisation, with a control signal flat; inconclusive = small, poorly fitted or top-dose-only effect, or effect the other way, or a change in a side signal; inactive = no such curve, though single readings can be large or run the other way; the % refers to the polarisation;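 note: polarization taken with two DNA probes labelled with fluorescein and Texas red; potency is the fitted concentration of half-maximal effect; % of control where 0% means no effect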
#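 His-tagged ERG Ets domain (1 uM in the protein solution; 300mM KCl, 50mM Tris-HCl, 1mM EDTA, 1mM DTT, pH 7.5) received compound, then a probe mix of 5 nM fluorescein-DNA and 100nM Texas-615-DNA. Fluorescence polarization was read for both dyes.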
# G9a block = G9a (human) methyltransferase inhibition. Q96KQ7. G9a H3K9 monomethylation, AlphaScreen, 2 h. Potency, µM (highest dose often 102 µM), for the others: top-dose activity, negative = inhibition, usual class: inhibitors. 350,000 compounds, 8.8% hits; note: potency is the fitted concentration of half-maximal effect; % is set by controls: 0 for no effect and ±100 for the full control effect; nearly all actives have a fitted effect of over 75% in size
#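 G9a (20 nM) preincubated 15 min RT with compounds, then 500 nM biotinylated H3K9 peptide and 20 uM SAM added; 2 h RT reaction. Monomethyl-H3K9 product detected by AlphaScreen with anti-H3K9me1 antibody, streptavidin donor and anti-rabbit IgG acceptor beads.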
# RGS4 inhibitor = human RGS4 inhibition; AID 504845; 390,000 compounds, 0.039% hits; Potency, µM (titrated, usually from 114 µM), inactives show at the top dose activity change, negative = inhibition, usual class: inhibitors; Transcreener GDP fluorescence polarization, RGS4-accelerated GTP hydrolysis; P49798; note: potency is the fitted concentration of half-maximal effect; % is set by controls: 0 for no effect and ±100 for the full control effect; nearly all actives have a fitted effect of over 75% in size; some results filed as inactive show a strong effect at the top dose
#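 MLSMR compounds (23 nl, pin-transferred) preincubated 10 min at room temperature with a 500nM (2x) first reagent, then RGS4 at 900nM (2x) plus Transcreener GDP mix added; fluorescence polarization (620/688 nm) read before and after 90 min at 30 °C.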
# An asterisk follows results filed as active; ? = inconclusive; . = no result given; [ ] = remark or other dose. Unless noted, calls come from the whole dose curve; as a rule, active = well fitted curve in the direction sought with a large enough effect; inconclusive = small, poorly fitted or top-dose-only effect, or another doubt; inactive = no such curve, though single readings can be large; an effect the other way counts as inactive or inconclusive.
GLS inh	JMJD2A Tudor inh	HP1b binding inh	12-LOX inh	BAZ2B inh	PI4K2A inh	ERG Ets-DNA blk	G9a block	RGS4 inhibitor	Compound
14%	-14%	0%	-6%	-2%	-2	3%	0%	14%	O=C(OCC(=O)N1CCOCC1)c1ccc(O)cc1
15%	5%	50%[activator]	28%	8%	-4	7%	14%[59 µM]	-12%	CCc1noc(C)c1C(=O)NNC(=O)COc1cc(C)ccc1C
18%	-16%	-14%	-21%	4%	-16	8%	5%	5%	CSc1nc(C)cc(SCCO)n1
7%	-16%	26%	-20%	-5%	1	-8%	35%[0.501 µM]	2%	CCc1cccc(NS(=O)(=O)c2ccc3c(c2)oc(=O)n3C)c1
4%	14%	27%	25%	9%	-4	-5%	-4%	11%	Cc1onc(-c2ccccc2)c1C(=O)Nc1ccc(Cl)cn1
-2%	-20%	12%	-12%	-6%	-3	-11%	7%[2.33 µM]	-3%	CCCNC(=O)c1ccc(N2CCC3(CC2)CC(c2cccc(Br)c2)=NO3)c(NC(=O)c2ccco2)c1
7%	-17%	22%	0%	11%	-3	-2%	5%[59 µM]	20%	CCOC(=O)CC1C(=O)NCCN1S(=O)(=O)c1ccc(Cl)c(Cl)c1 (stereo not drawn)
-1%	148%[activator]	85%[activator][57 µM]	-18%	.	-8	0%	.	4%	OC(CN(Cc1ccccc1)Cc1ccccc1)c1ccccc1 (stereo not drawn)
15%	-33%	5%	0%	-21%	1	-3%	?	-31%	N#C/C(=C\c1cn[nH]c1-c1ccccc1Br)C(=O)O
-2%	?	45µM*	45µM*	10µM*	-3	1%	14µM*	-20%	CCCC1CCC(=NNC(=S)NCCc2ccccc2)CC1 (stereo not drawn)
3%	-17%	51%[activator]	11%	?	2	-14%	15%[59 µM]	6%[56.9 µM]	CCOC(=O)c1c(S(=O)(=O)NCC(=O)Nc2ccc(F)cc2F)c(C)n(C)c1C
4%	-7%	26%	1%	-11%[57.1 µM]	-2	8%	?	-2%	COC(=O)C1(Cc2cc(-c3cccnc3)no2)CCN(C(=O)OC(C)(C)C)CC1
-2%	-2%	63%[activator]	2%	-15%	-4	4%	-2%[12.7 µM]	-18%	COc1cccc(COC(=O)C2CCN(C(=O)c3ccccc3C)CC2)c1OC
-9%	10%	47%[activator]	-16%	-2%	0	5%	-1%[59 µM]	-10%	CC(C)OC(=O)c1ccc(NC(=O)CSc2nc(-c3cccs3)cc(C(F)(F)F)n2)cc1
0%	1%	26%	5%	0%	0	-20%	11%	-11%	CC(C)(C)C(=O)Nc1nnc(SCC(=O)NC2CCCC2)s1

# As entered above:
# For G9a block, CCc1cccc(NS(=O)(=O)c2ccc3c(c2)oc(=O)n3C)c1 is listed with 35%[0.501 µM]
# For 12-LOX inh, CCCC1CCC(=NNC(=S)NCCc2ccccc2)CC1 (stereo not drawn) is listed with 45µM*

# Continued:
GLS inh	JMJD2A Tudor inh	HP1b binding inh	12-LOX inh	BAZ2B inh	PI4K2A inh	ERG Ets-DNA blk	G9a block	RGS4 inhibitor	Compound
8%	-16%	23%	-1%	-20%	1	-8%	6%	3%	COc1ccc2c(c1)CCc1sc(NC(=O)c3ccc(C)cc3)nc1-2
-14%	-3%	-13%	-29%	0%	1	-4%	7%[59 µM]	2%	Cn1cc(S(=O)(=O)c2ccccc2)c(=O)c2cc(F)c(N3CCCCC3)cc21
-1%	-14%	11%	5%	-10%	-1	-11%	-6%	-27%	C=CCNC(=O)C(=O)Nc1ccc2c(c1)N(S(=O)(=O)c1cccs1)CCC2
9%	-20%	28%	-2%	-21%	3	2%	?	0%	CCOc1ccc(C(=O)NCC(c2ccco2)S(=O)(=O)c2ccc(C)cc2)cc1 (stereo not drawn)
1%	-7%	5%	-7%	3%	1	12%	4%	7%	Cc1ccc(CNC(=O)c2ccccc2NC(=O)CN2CCN(C)CC2)cc1
3%	4%	32%[activator]	-2%	-5%	1	5%	-1%[12.7 µM]	19%	Cc1cccc(C(=O)OCC(=O)NC(=O)NCc2ccccc2)c1
9%	?	-6%	-11%	?	1	8%	32µM*	?	COC(=O)c1c(-c2ccc(C)cc2)csc1N
-11%	-3%	28%	5%	2%	4	0%	-6%	6%	CC(=O)N1CCN(S(=O)(=O)c2ccc(C)c([N+](=O)[O-])c2)C1C(C)C (stereo not drawn)
6%	-15%	16%	379%[activator]	1%	1	1%[15.4 µM]	?	-19%	CC1CCN(S(=O)(=O)c2ccc(C(=O)N3CCCCC3C(=O)O)cc2)CC1 (stereo not drawn)
-9%	-11%	24%	1%	-20%	8	-7%	8%	2%	CNc1ccc(Oc2c(F)c(F)nc(F)c2F)cc1
12%	-8%	35%	-3%	.	-13	-2%	-44%	-16%	Cc1ccc(S(=O)(=O)NCCc2ccncc2)cc1C
-6%	1%	11%	3%	-4%	1	-7%	13%	9%	CCOc1ccc(-c2nnc3ccc(SC)nn23)cc1
40%[activator]	?	27%	21%	?	-4	.	-46%[59 µM]	-12%	CN(C)CCCNCCNC(=O)/C=N\O
-12%	-18%	18%	-24%	1%	0	16%	21%[59 µM]	-4%	O=C(N/N=C\c1ccc(F)cc1)c1cc(OCC(F)(F)F)ccc1OCC(F)(F)F
2%	43%[activator]	85%[activator]	0%	14%	-2	-4%	10%[12.7 µM]	-31%	CCOc1ccc(CSc2nc(C)cc(COC)c2C#N)cc1OCC
3%	3%	22%	0%	7%	-2	-12%	2%[59 µM]	-15%	COc1cc(C(=O)N2CCN=C2c2ccccc2)cc(OC)c1OC
11%	40µM*	-21%	7%	32µM*	7	2%	-10%[2.33 µM]	-13%[56.9 µM]	Cc1ccc(C)c(N2CCN(c3ncccc3[N+](=O)[O-])CC2)c1
35%[activator]	-10%	41%[activator]	-14%	.	3	0%	.	13%	Cc1cnc(C(=O)OCC(=O)N2CCC(C)CC2)cn1
-1%	-8%	11%	-13%	3%	6	4%	-8%	10%	Cn1c(C(=O)NCCN2CCOCC2)cc2sccc21
42%[activator]	50µM*	-39%	13%	50µM*	-5	-1%	32µM*	-8%	O=C(/C=C/c1ccco1)N1CCC(Cc2ccccc2)CC1
11%	-23%	-8%	-3%	-4%	-6	-2%	-8%[59 µM]	?	CC1CCc2nc3sc4c(c3c(N)c2C1)CCCC4 (stereo not drawn)
-6%	-21%	34%	-5%	-24%	6	?	-2%	-18%[56.9 µM]	CC1(C)CC2CC(C)(CN2C(=O)c2ccc([N+](=O)[O-])cc2)C1 (stereo not drawn)
3%	-8%	11%	15%	11%	-2	-14%	-3%[59 µM]	13%	CCOc1ccc(C(=O)Nc2ccc(NC(=S)NC(=O)CC)cc2)cc1Cl
-3%	1%	140%[activator]	2%	-2%	-3	6%	-10%	0%	COc1cc(SC)ccc1C(=O)NCCNC(=O)c1nonc1N
11%	7%	30%	0%	6%	-6	7%	-2%	2%	Nn1c(SCC(=O)NCc2ccc3c(c2)OCO3)nnc1C1CC1
11%	6%	28%	7%	2%	-5	6%	16%	13%	Cc1ccc2nc(-c3ccc(SCC(=O)Nc4cc(C)on4)nc3)[nH]c2c1
1%	-8%	36%[activator]	1%	-3%	-5	6%	.	-19%	Cc1ccc(C(=O)N2CCCCCC2)cc1S(=O)(=O)N1CCOCC1
2%	-8%	16%	3%	-32%	3	-1%	41%[59 µM]	27%	CC1CCN(C(=O)CN(C)S(=O)(=O)c2cccc3nsnc23)CC1
5%	-1%	17%	-7%	-21%	-3	0%	?	7%	COCC(=O)N(CCN(C)C)Cc1cc2cc3c(cc2nc1Cl)OCO3
11%	-6%	19%	0%	-1%	1	-7%	.	0%	CN(C)c1cccc2cccc(N(C)C)c12
0%	-27%	27%	-2%	13%	-2	.	2%[12.7 µM]	-5%	CC(C)=CC/C=C1\CCC(C(=O)O)C(C(=O)O)C1 (stereo not drawn)
8%	-16%	33%	10%	-3%	-1	3%	-11%[12.7 µM]	5%	CCN(CC(=O)Nc1c(F)cccc1F)C(=O)c1ccccn1
5%	-11%	4%	8%	0%	0	-3%	-44%	18%	CC12CCC(=O)N1C(C(=O)NCCN1C(=O)S/C(=C\c3ccc(OC(F)F)cc3)C1=O)CS2 (stereo not drawn)
2%	0%	43%[activator]	-2%	7%	-1	-1%	15%[59 µM]	5%	CC(NC(=O)c1ccc(F)cc1)c1ccc(F)cc1 (stereo not drawn)
1%	-22%	1%	-22%	0%	-2	-3%	10%[2.33 µM]	3%	O=C(NC1(C(F)(F)F)N=C(c2ccccc2)NC1=O)c1ccc(Cl)cc1Cl (stereo not drawn)
0%	?	-5%	-3%	?	-2	-1%	?	5%	Cc1ccc(CN(C(=O)c2ccc([N+](=O)[O-])cc2)c2ccccn2)cc1
3%	-33%	?	?	?	-2	-2%	-2%[12.7 µM]	11%	COCC(C)n1c(C)cc(C(=O)COc2ccc(S(=O)(=O)N3CCOCC3)cc2Cl)c1C (stereo not drawn)
4%	?	-16%	-2%	79µM*	-1	-5%	13µM*	-50%	COc1ccc(-c2nc(SCC(=O)Nc3ccc4c(c3)OCO4)c(-c3ccc(OC)cc3)[nH]2)cc1

# An excerpt; count on the stated rates, not on these rows.
